# KB-V1 MDR tox = kills drug-selected multidrug resistant KB-V1 cells | KB-V1 MDR cells viability, CellTiter-Glo, 72 h | Potency, µM (highest dose often 46.1 µM), without a hit: at the top dose activity change, negative = cytotoxicity, most hits filed as cytotoxic | 400,000 compounds, 3.4% hits; note: potency is the fitted concentration of half-maximal effect; % is set by controls: 0 for no effect and ±100 for the full control effect; nearly all actives have a fitted effect of over 60% in size
#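 KB-V1 cells (P-gp-expressing MDR subline of KB-3-1) in phenol-red-free DMEM with 10% FBS were exposed to library compounds over a concentration series for 72 h at 37 degrees C. Viability read by CellTiter-Glo luminescence; concentration-effect curves fitted after normalization.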
# MCF10A rereplic = DNA re-replication induction in MCF 10a cells; MCF 10A DNA re-replication, Hoechst nuclear intensity, 48 h; Potency, µM (series often up to 46.1 µM), inactives show top-dose activity, positive = re-replication, actives largely listed as activators; 350,000 compounds, 2.9% hits; note: potency is the fitted concentration of half-maximal effect; % of control where 0% means no effect; nearly all actives have a fitted effect of over 50% in size
# ATXN2 expr inh = reduces ATXN2 reporter expression in HEK-293 cells. HEK-293 ATXN2-luciferase reporter, luminescence, 24 h. Potency, µM (top dose mostly 57 µM), for the others: at the highest dose activity change, negative = inhibition, hits mostly inhibitors. 360,000 compounds, 0.72% hits; note: potency is the fitted concentration of half-maximal effect; % is set by controls: 0 for no effect and ±100 for the full control effect; nearly all actives have a fitted effect of over 55% in size
#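 ATXN2-luciferase reporter cells (luciferase flanked by upstream and downstream ATXN2 gene portions) were treated 24 h at 37 °C with compounds at up to 57 uM. SteadyGlo luminescence gave expression; GF-AFC fluorescence gave viability.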
# KB-3-1 tox = kills parental KB-3-1 adenocarcinoma cells. KB-3-1 viability, CellTiter-Glo ATP luminescence, 72 h. Potency, µM (highest dose often 46.1 µM), inactives show at the top dose activity change, negative = cytotoxic, actives largely listed as cytotoxic. 400,000 compounds, 1.4% hits. AID 1347075; note: potency is the fitted concentration of half-maximal effect; % is set by controls: 0 for no effect and ±100 for the full control effect; nearly all actives have a fitted effect of over 60% in size
#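 Luminescent ATP read-out (CellTiter-Glo) measures survival of drug-naive KB-3-1 cells after 72 h compound exposure at 37 °C. Titration series was screened from lowest to highest concentration, with DMSO vehicle plates as background controls.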
# IL-1B inflam inh = inflammasome signaling inhibition, IL-1 beta readout. THP-1 LPS/ATP IL-1B secretion, AlphaLISA, 16 h; stronger effect = lower value. activity change, % at 57.5 µM. 360,000 compounds, 4.7% hits. AID 743279; in the data active = activity change below about -50%; inconclusive = mostly about -30% to -49%; note: % is set by controls: 0 for no effect and ±100 for the full control effect
#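 THP-1 cells pretreated 1 hr with compounds (up to 57.5 uM final), then stimulated with LPS (250 ng/mL final) plus ATP (1.25 mM final); secreted IL-1B measured by AlphaLISA after 16 hr, decreased signal indicating inhibition.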
# WRN helicase inh = WRN helicase (human) inhibition | AID 651768 | Potency, µM (doses to about 114 µM), without a hit: top-dose activity change, negative = inhibition, most hits filed as inhibitors | WRN helicase unwinding, fluorescent forked duplex, kinetic | 360,000 compounds, 0.46% hits | Q14191; note: potency is the fitted concentration of half-maximal effect; % is set by controls: 0 for no effect and ±100 for the full control effect; nearly all actives have a fitted effect of over 55% in size
# Target sequence (Q14191 whole entry, looked up): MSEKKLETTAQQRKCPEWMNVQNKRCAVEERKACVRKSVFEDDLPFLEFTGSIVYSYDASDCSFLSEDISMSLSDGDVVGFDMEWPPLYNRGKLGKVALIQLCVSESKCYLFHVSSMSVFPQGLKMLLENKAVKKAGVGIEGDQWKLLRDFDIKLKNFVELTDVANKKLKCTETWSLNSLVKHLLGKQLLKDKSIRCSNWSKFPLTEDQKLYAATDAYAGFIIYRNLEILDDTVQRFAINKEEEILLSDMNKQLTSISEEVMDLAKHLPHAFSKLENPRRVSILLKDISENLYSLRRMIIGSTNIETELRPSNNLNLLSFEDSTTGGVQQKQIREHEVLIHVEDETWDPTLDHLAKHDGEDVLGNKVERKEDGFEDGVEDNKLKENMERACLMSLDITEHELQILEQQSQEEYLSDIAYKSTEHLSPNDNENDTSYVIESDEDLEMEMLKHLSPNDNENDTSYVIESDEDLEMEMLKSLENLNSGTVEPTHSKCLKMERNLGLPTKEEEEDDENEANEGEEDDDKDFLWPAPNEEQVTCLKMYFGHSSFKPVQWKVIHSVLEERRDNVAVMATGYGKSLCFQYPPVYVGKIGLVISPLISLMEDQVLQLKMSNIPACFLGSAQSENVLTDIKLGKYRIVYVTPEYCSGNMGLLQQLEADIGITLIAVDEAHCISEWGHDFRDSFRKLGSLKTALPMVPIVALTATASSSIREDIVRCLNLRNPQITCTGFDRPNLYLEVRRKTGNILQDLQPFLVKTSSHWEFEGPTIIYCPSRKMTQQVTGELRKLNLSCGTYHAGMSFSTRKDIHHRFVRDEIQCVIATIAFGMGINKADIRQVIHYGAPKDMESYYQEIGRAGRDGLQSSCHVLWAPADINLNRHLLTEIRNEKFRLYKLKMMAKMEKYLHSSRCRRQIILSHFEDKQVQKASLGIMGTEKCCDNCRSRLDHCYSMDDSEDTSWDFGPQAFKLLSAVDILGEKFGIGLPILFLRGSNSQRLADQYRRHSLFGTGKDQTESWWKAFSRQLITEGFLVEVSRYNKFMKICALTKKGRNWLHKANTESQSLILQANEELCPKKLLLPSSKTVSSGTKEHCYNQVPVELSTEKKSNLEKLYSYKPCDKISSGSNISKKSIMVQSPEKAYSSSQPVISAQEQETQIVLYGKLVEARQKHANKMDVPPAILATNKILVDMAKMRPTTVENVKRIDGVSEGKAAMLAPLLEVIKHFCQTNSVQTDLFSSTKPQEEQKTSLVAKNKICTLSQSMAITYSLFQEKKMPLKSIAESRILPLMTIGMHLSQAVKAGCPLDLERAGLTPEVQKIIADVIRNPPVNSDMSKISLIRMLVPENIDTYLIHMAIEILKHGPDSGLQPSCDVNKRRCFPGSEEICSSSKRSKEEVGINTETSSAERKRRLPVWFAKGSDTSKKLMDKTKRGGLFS
#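 Kinetic fluorescence helicase assay: unwinding of a quenched forked DNA duplex (100 nM final) with 2 mM ATP final raises red fluorescence (525/598 nm). Compounds sat 15 min at room temperature with 20 nM WRN beforehand.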
# HT1080 IDH1KD tx = HT-1080 IDH1 knockdown cell toxicity (counter line); HT-1080 IDH1 knockdown viability, ATP luminescence, 48 h; Potency, µM (top dose mostly 46.1 µM), inactives show at the top dose activity, negative = toxicity, usual class: cytotoxic; 360,000 compounds, 2% hits; AID 686971;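 note: potency is the fitted concentration of half-maximal effect; 0% = DMSO wells and -100% = cell-free medium wells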
#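 Knockdown cells (IDH1KD HT-1080) received compounds 2 h after plating at 750 cells/well and were kept 48 h at 37 °C in 5% FBS RPMI. A CellTiter-Glo luminescence read gave % activity for curve fitting.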
# HT1080-NT tox = kills 2HG-producing HT-1080-NT fibrosarcoma cells | Potency, µM (series often up to 46.1 µM), for the others: at the top dose activity, negative = less viability, hits mostly cytotoxic | 360,000 compounds, 1.6% hits | AID 686970 | HT-1080-NT fibrosarcoma viability, CellTiter-Glo ATP luminescence, 48 h;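 note: NT is the 2HG producing partner of a matched IDH1 knockdown line; potency is the fitted concentration of half-maximal effect; 0% = DMSO-treated cells and -100% = media-only wells without cells; nearly all actives have a fitted effect of over 55% in size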
#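 Toxicity toward the 2HG-producing NT line was scored as %Activity, normalised to DMSO and no-cell wells, from CellTiter-Glo luminescence after 48 hours' treatment.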
# SW480 rerep = inducers of DNA re-replication in SW480 colon cancer cells | 340,000 compounds, 1.8% hits | Potency, µM (top dose mostly 46.1 µM), inactives show at the top dose re-replication activation, actives largely listed as activators | SW480 DNA re-replication, Hoechst DNA content imaging, 48 h | AID 624297; note: potency is the fitted concentration of half-maximal effect; % of control where 0% means no effect; nearly all actives have a fitted effect of over 55% in size
#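 Quantitative HTS format with DMSO vehicle controls; 48 hr drug incubation at 37 C, then 40 min Hoechst staining and scanning imager measurement at 405 nm excitation.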
# Numbers without * were called inactive; ? = inconclusive; · = not tested or not shown; [ ] = remark or other dose. Unless noted, calls come from the whole dose curve; as a rule, active = well fitted curve in the direction sought with a large enough effect; inconclusive = small, poorly fitted or top-dose-only effect, or another doubt; inactive = no such curve, though single readings can be large; an effect the other way counts as inactive or inconclusive. Compounds were not picked by outcome, and some 12% of all compounds hit somewhere here.
SMILES,KB-V1 MDR tox,MCF10A rereplic,ATXN2 expr inh,KB-3-1 tox,IL-1B inflam inh,WRN helicase inh,HT1080 IDH1KD tx,HT1080-NT tox,SW480 rerep
CSCC[C@H](NC(=O)N1CCn2c1nc1ccccc12)C(=O)NC1CC1,6%,5%,·,2%,-17,4%,2%,-1%,-15%
CC(=O)Nc1sc2c(c1CN1CCCC1)CCCC2,0%,6%,-5%,0%,2,-3%,12%,10%,2%
CCN(CC)c1ncnc2c1nnn2C,9%,-4%,6%,9%,1,-4%,4%,4%,-4%
O=c1cc(CSc2nnc3ccccn23)c2c(ccc3ccccc32)o1,-14%,0%,9%,2%,-5,-2%,3%,10%,-1%
CCN(C(=O)CCN1C(=O)S/C(=C\c2ccccc2)C1=O)C1CCS(=O)(=O)C1 (stereo not given),26%,19%,3%,12%,-23,-3%,4%,1%,-8%
CC(C)C(=O)N1CCC1(C)C(=O)Nc1ccc(-n2cccc2)cc1 (stereo not given),0%,·,15%,0%,-12,0%,-1%,5%,·
CC1CCN(CCNC(=S)Nc2ccc(Cl)cc2)CC1,?,-2%,-17%,7%,?,7%,-1%,-4%,-5%
CCCSc1nnc2nc(C)cc(C)n12,-16%,-8%,7%,-4%,-12,1%,0%,-4%,2%
COC(=O)Cn1c(C)nc(=O)c(-c2ccccc2)c1C,-3%,3%,5%,4%,40,-7%,-8%,-1%,-6%
O=C(NC1CCCCC1)C(CCc1ccccc1)N1CCc2ccccc2C1 (stereo not given),?,·,13%,?,9,-2%,?,?,·
CC1CCCN(S(=O)(=O)c2ccc3c(c2)c(=O)nc2ccc(Cl)cn23)C1 (stereo not given),-10%,4.6µM*,-6%,6%,8,3%,3%,5%,?
Cc1cc(N2C(=O)C(O)=C(C(=O)c3ccco3)C2c2ccccc2F)no1 (stereo not given),-11%,2%,-13%,-20%,0,2%,11%,1%,9%
CCOC(=O)C1=C(C)NC(=O)NC1/C=C/c1ccccc1 (stereo not given),?,0%,2%,-9%,13,-3%,-4%,3%,6%
CN(CC(=O)O)Cc1nc2ccccc2[nH]1,-2%,9%,2%,0%,22,-1%,6%,1%,18%
CCOC(=O)C1CCCN(Cc2ccc3c(c2)OCO3)C1 (stereo not given),-21%,0%,-13%,-3%,-14,7%,3%,1%,0%
CC(=O)c1ccc(NC(=O)Cn2cnc(S(=O)(=O)N3CCCC3)c2)cc1,19%,-7%,·,-4%,-5,7%,2%,3%,-2%
CN1C(=O)C2(Oc3ccccc3C3CC(c4ccccc4)=NN32)c2ccccc21 (stereo not given),18µM*,20%,29%,-23%,-14,-35%[57.1 µM],-17%,-28%,?
COc1ccc(CCNC(=O)COC(=O)c2cc(=O)c3ccccc3o2)cc1,26%,-1%,3%,-2%,1,-4%,6%,4%,-29%
COc1ccc(CN(C(=O)CN2C(=O)NC3(CCC(C)CC3)C2=O)C(C)Cc2cccs2)cc1 (stereo not given),?,-8%,5%,-1%,?,-6%,3%,-1%,-16%
Cc1c(C(=O)NCCSCc2c(F)cccc2Cl)cnn1-c1ccc(F)cc1,-25%,?,-19%,-4%,-21,-11%,0%,5%,0%
Cc1nnc(NC(=O)c2ccc3nccnc3c2)s1,-1%,-3%,3%,-8%,-17,-5%[11.6 µM],19%,15%,17%
N#Cc1ccsc1NC(=O)C1CCN(C(=O)c2ccc(F)cc2)CC1,-20%,-4%,-2%,7%,38,-4%,0%,-1%,-9%
CCOC(=O)[C@@H]1[C@H]2COc3cc(OC)ccc3[C@@H]2N2C(=O)N(c3cccc(F)c3)C(=O)[C@]12C,-13%,-10%,-2%,0%,-9,4%,7%,13%,-45%[inhibitor]
COc1ccc(N2CCN(C(CNS(=O)(=O)c3cccs3)c3cccnc3)CC2)cc1 (stereo not given),2%,-2%,-8%,-2%,2,0%,-5%,0%,-7%
COc1cc2c(cc1N)-c1ccc(N)cc1C2=O,-15%,·,·,-2%,-64*,-25%,-3%,3%,·
CN(C(=O)CC(NC(=O)c1ccccc1Cl)c1ccccc1)c1ccccc1 (stereo not given),?,0%,6%,-2%,2,-22%,6%,7%,1%
CN(Cc1ccccc1)C(=O)C1CCN(S(=O)(=O)c2cc([N+](=O)[O-])ccc2Cl)CC1,-5%,-11%,-10%,-14%,?,-10%,-5%,2%,-19%
O=C(CC(c1ccccc1)c1ccccc1)NCCO,-2%,0%,-9%,6%,-4,0%,19%,5%,1%
CN(c1ccc(OCC(=O)N2CCOCC2)cc1)S(=O)(=O)c1ccc(Cl)cc1,-1%,0%,3%,-1%,12,3%,-3%,-3%,-7%
COc1ccc(NC(=O)C2(C)CCCN2C(=O)C(C)C)cc1OC (stereo not given),0%,·,-2%,0%,79,-7%,10%,16%,·

# Structures above with fluorine, in the order listed:
SMILES,KB-V1 MDR tox,MCF10A rereplic,ATXN2 expr inh,KB-3-1 tox,IL-1B inflam inh,WRN helicase inh,HT1080 IDH1KD tx,HT1080-NT tox,SW480 rerep
Cc1cc(N2C(=O)C(O)=C(C(=O)c3ccco3)C2c2ccccc2F)no1 (stereo not given),-11%,2%,-13%,-20%,0,2%,11%,1%,9%
Cc1c(C(=O)NCCSCc2c(F)cccc2Cl)cnn1-c1ccc(F)cc1,-25%,?,-19%,-4%,-21,-11%,0%,5%,0%
N#Cc1ccsc1NC(=O)C1CCN(C(=O)c2ccc(F)cc2)CC1,-20%,-4%,-2%,7%,38,-4%,0%,-1%,-9%
CCOC(=O)[C@@H]1[C@H]2COc3cc(OC)ccc3[C@@H]2N2C(=O)N(c3cccc(F)c3)C(=O)[C@]12C,-13%,-10%,-2%,0%,-9,4%,7%,13%,-45%[inhibitor]

# (further entries)
SMILES,KB-V1 MDR tox,MCF10A rereplic,ATXN2 expr inh,KB-3-1 tox,IL-1B inflam inh,WRN helicase inh,HT1080 IDH1KD tx,HT1080-NT tox,SW480 rerep
CC(=O)c1cccc(NC(=O)CSc2nnc(-c3cccnc3)o2)c1,5%,-1%,19%,10%,11,-16%,16%,?,?
Cc1ccc(-c2nnc(SCc3ccc(C#N)cc3)n2Cc2ccco2)cc1,-2%,25%,-21%,0%,-17,-6%,-21%,-1%,-3%
O=C(CCC(=O)c1cccs1)NCc1ccncc1,9%,?,-16%,1%,14,-10%,18%,8%,-2%
O=C(c1cc(-c2cccs2)on1)N1CCCc2ccccc21,1%,-14%,41%[activator],3%,7,-5%,4%,7%,0%
N#CCc1c(C#N)c(N)nc(N2CCN(c3ccc(F)cc3)CC2)c1C#N,12µM*,?,-8%,?,-27,-5%,0%,-3%,-3%
CCc1ccc(NC(=O)C2CCCN2S(=O)(=O)c2ccc3c(c2)C(C)(C)C(=O)N3C)cc1 (stereo not given),3%,-3%,-3%,-14%,52,2%,1%,-2%,5%
COc1ccc(/C=N/NC(=O)c2cccnc2)cc1CN1CCc2ccccc2C1,3%,10%,-16%,-14%,7,0%,-15%,-20%,-2%
CS(=O)(=O)N1CCN(C(=O)c2cc(-c3cccnc3)nc3ccc(Br)cc23)CC1,-21%,16%,50%[activator],16%,61,-10%[57.1 µM],-13%,-4%,-3%
CCOC(=O)c1cc(CC)sc1NC(=O)Cc1ccccc1,-15%,14%,-5%,12%,0,1%,-14%,-3%,19%
Cc1cc2c(cc1S(=O)(=O)Nc1cccc(C)c1C)OCC(=O)N2,-7%,1%,-23%,-4%,-7,-2%,-5%,-8%,2%

# Molecules listed so far that contain an aryl thioether with sulfur outside any ring:
SMILES,KB-V1 MDR tox,MCF10A rereplic,ATXN2 expr inh,KB-3-1 tox,IL-1B inflam inh,WRN helicase inh,HT1080 IDH1KD tx,HT1080-NT tox,SW480 rerep
O=c1cc(CSc2nnc3ccccn23)c2c(ccc3ccccc32)o1,-14%,0%,9%,2%,-5,-2%,3%,10%,-1%
CCCSc1nnc2nc(C)cc(C)n12,-16%,-8%,7%,-4%,-12,1%,0%,-4%,2%
CC(=O)c1cccc(NC(=O)CSc2nnc(-c3cccnc3)o2)c1,5%,-1%,19%,10%,11,-16%,16%,?,?
Cc1ccc(-c2nnc(SCc3ccc(C#N)cc3)n2Cc2ccco2)cc1,-2%,25%,-21%,0%,-17,-6%,-21%,-1%,-3%

# Following part.
SMILES,KB-V1 MDR tox,MCF10A rereplic,ATXN2 expr inh,KB-3-1 tox,IL-1B inflam inh,WRN helicase inh,HT1080 IDH1KD tx,HT1080-NT tox,SW480 rerep
CC(=O)N(/N=C/c1cccc(C)c1)c1nc(-c2ccc(Br)cc2)cs1,-23%,2%,-11%,-1%,61,-4%,-2%,7%,-1%
CCN(CC)C(=O)c1[nH]cnc1C(=O)Nc1ccccc1F,-1%,·,-1%,0%,6,10%,3%,6%,·
O=C(NC1CCCC1)C(c1cccnc1)N(C(=O)c1csnn1)C1CC1 (stereo not given),-25%,1%,1%,-2%,15,2%,13%,4%,-1%
Cc1cc(C)c(S(=O)(=O)N2CCN(S(=O)(=O)N3CCC(C)CC3)CC2)c(C)c1,-5%,?,-2%,2%,-4,-1%,15%,19%,-46%[inhibitor]
Cc1ccc(-n2nc(C)c(=O)c(-c3ccccc3)c2NC(=O)c2cccs2)cc1,-1%,-1%,·,0%,29,-1%,0%,5%,-7%
CCN(CC(=O)Nc1ccccc1OC)C(=O)CSCC(=O)Nc1cccc(C)c1,19%,15%,-4%,13%,15,2%,17%,22%,?
O=C(CCNC(=O)c1ccccc1Cl)Nc1ccccc1N1CCCC1,0%,-1%,-6%,14%,15,-5%,6%,7%,-13%
